Mm-Cpn inhibitor – inhibitors of Methanococcus maripaludis chaperonin (MmCpn); purified Mm-Cpn ATPase, ADP Transcreener TR-FRET; Potency, µM (top dose mostly 76.9 µM), inactives show at the top dose activity, negative = inhibition, most hits filed as inhibitors; actives 0.031% (n = 330,000); AID 504842; also: potency is read from the fitted curve at half-maximal effect; % is scaled to controls: 0 for no effect and ±100 for the full control effect; nearly all actives have a fitted effect of over 80% in size
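Purified archaeal chaperonin (25 nM final) was preincubated with compound for 10 min at 37°C, then ATP (10 uM final) was added for 30 min at 37°C in Tris pH 7.4/KCl/MgCl2/DTT buffer. ADP was quantified by HTRF Transcreener TR-FRET.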
EPAC1 antagonist – antagonists of human EPAC1; EPAC1 GEF assay, Rap1b-BODIPY-GDP exchange fluorescence; Potency, µM (series often up to 115 µM), without a hit: at the highest dose activity change, negative = inhibition, actives largely listed as inhibitors; actives 0.14% (n = 360,000); AID 720709;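 also: potency is read from the fitted curve at half-maximal effect; plate controls were vehicle for no effect and positive control for full effect; nearly all actives have a fitted effect of over 50% in size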
CCT modulator – changes cytosolic chaperonin activity; purified chaperonin ATPase assay, HTRF ADP detection, 30 min; activity change, % (no concentration beside the values), hits read low; actives 0.3% (n = 360,000); AID 651819; in the data active = activity change below about -30%; also: % is scaled to controls: 0 for no effect and ±100 for the full control effect
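We incubate TRiC, 40 or 20 nM final, with library compounds at 76 uM and 10 uM ATP for 30 min at 37 °C. ADP formed is detected with Transcreener HTRF reagents after 30 min at room temperature.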
EPAC1 agonist – EPAC1 (human) agonism. EPAC1 agonist qHTS, biochemical assay; response scale: 100% = response to 6.5 mM cAMP. Potency, µM (highest dose often 154 µM), without a hit: top-dose activation, hits mostly activators. actives 0.073% (n = 360,000). AID 720707; also: potency is read from the fitted curve at half-maximal effect; nearly all actives have a fitted effect of over 60% in size
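Nucleotide exchange assay: 100 nM EPAC1 with 250 nM Rap1B loaded with BODIPY-GDP and 50 uM GDP, room temperature. Fluorescence (480/540 nm) read every 5 min for 30 min; signal change normalized to 6.5 mM cAMP as full agonist.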
EPAC2 antagonist – blocks human EPAC2 exchange factor. Q8WZA2. EPAC2 GEF exchange of Rap1B-BODIPY-GDP, fluorescence. Potency, µM (highest dose often 114 µM), without a hit: top-dose activity, negative = inhibition, hits mostly inhibitors. actives 0.18% (n = 360,000). AID 720708; also: potency is read from the fitted curve at half-maximal effect; % is scaled to controls: 0 for no effect and ±100 for the full control effect; nearly all actives have a fitted effect of over 45% in size; many of its hits are not listed in these tables
PI5P4K alpha inh – inhibitors of human PI5P4K alpha | max response, % | actives 1.2% (n = 330,000) | PI5P4Kalpha enzyme, ADP-Glo luminescence, 60 min; hits give low values | AID 652105 | P48426; active = max response of -50% or lower; inconclusive = between -30% and -50%; inactive = -30% or higher; also: value at the top dose of about 77 µM; % is scaled to controls: 0 for no effect and ±100 for the full control effect
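Reactions run in 0.038 M HEPES pH 7.4, 0.28 mM EGTA, 0.1% CHAPS and 5% DMSO, with PI5P4Kalpha, substrate, compound and 5 microM ATP final, one hour at room temperature. Readout is ADP-Glo luminescence.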
PLK1 PBD inh – blocks phosphopeptide binding to human PLK1 polo-box domain; P53350; Plk1 PBD binding of FITC phosphopeptide, fluorescence polarization; Potency, µM, for inactives: max response, negative = inhibition, most hits filed as inhibitors; actives 2.8% (n = 360,000); also: potency is read from the fitted curve at half-maximal effect; series mostly up to about 57 µM; % is scaled to controls: 0 for no effect and ±100 for the full control effect; nearly all actives have a fitted effect of over 65% in size
WRN inhibitor – inhibitors of human WRN helicase; Potency, µM (highest dose often 114 µM), for inactives: at the top dose activity change, negative = inhibition, most hits filed as inhibitors; Q14191; actives 0.46% (n = 360,000); WRN helicase unwinding, fluorescent forked duplex, kinetic; also: potency is read from the fitted curve at half-maximal effect; % is scaled to controls: 0 for no effect and ±100 for the full control effect; nearly all actives have a fitted effect of over 55% in size
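Fluorescence dequenching readout, ex 525 nm/em 598 nm, kinetic mode: forked duplex DNA (100 nM final) with adjacent fluorophore and quencher unwound by WRN (20 nM final) with 2 mM ATP. Compound preincubation 15 min, room temperature.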
Starred values were filed as active, the others as inactive; ? = inconclusive; . = not tested or not shown; [ ] = another dose, or the depositor's remark. Unless noted, calls follow the shape of the dose curve; as a rule, active = well fitted curve in the direction sought with a large enough effect; inconclusive = small, poorly fitted or top-dose-only effect, or another doubt; inactive = no such curve, though single readings can be large; an effect the other way counts as inactive or inconclusive.

canonical_smiles	PLK1 PBD inh	EPAC1 agonist	PI5P4K alpha inh	EPAC2 antagonist	Mm-Cpn inhibitor	WRN inhibitor	EPAC1 antagonist	CCT modulator
COCCNC(=O)c1cc2c(=O)[nH]c3ccccc3c2s1	-4%	10%	1	2%	0%	12%	-8%	1.3
COc1ccc(C(=O)NNc2cc(C)nc(NNC(=O)c3ccc(OC)cc3)n2)cc1	-3%	1%	0	-8%	-1%	-2%	-16%	2.5
Cc1cccc(N2C(=O)CC(Sc3nnc(C)s3)C2=O)c1 (configuration not stated)	30µM*	-1%	-1	17%[57.1 µM]	0%	-7%	10%	-1.4
O=C(NN1CCOCC1)c1ccc(Cl)s1	-3%	4%	-1	3%	0%	7%	6%	-1.1
CCCCN(C(=O)c1cccc(S(=O)(=O)N(C)c2ccc(C)cc2)c1)c1c(N)n(CC(C)C)c(=O)[nH]c1=O	3%	-1%	-22	2%	.	11%	-2%	-1.3
COc1ccccc1N1CCN(S(=O)(=O)c2cccc(F)c2)CC1	1%	0%	-1	8%	0%	2%	9%	-0.1
COc1cc(CNCc2ccccn2)ccc1OCc1ccccc1Cl	0%	-3%	21	-4%	1%	-22%	-15%	-0.4
O=C(C[C@@H]1C/C=C\C[C@@H](Cc2ccc(F)cc2)C(=O)OC[C@@H](Cc2c[nH]c3ccccc23)NC1=O)NCCO	-1%	14%	7	-7%	1%	4%	1%	0.5
CCC1(Cc2ccccc2)NC(=O)c2ccccc2O1 (configuration not stated)	-16%	0%	-22	-13%	-1%	0%	-14%	0.6
COc1ccc(/C=N/NC(=O)CN(c2ccc(OC)cc2)S(=O)(=O)c2ccccc2)cc1	27µM*	8%	-15	-6%[57.1 µM]	2%	-7%	-28%	-0.3
COc1ccccc1N(CC(=O)NC1CCCC1)S(=O)(=O)c1cccc(C(F)(F)F)c1	-1%	3%	10	-28%	0%	-11%	-4%	1.8
O=C(COC(=O)C12CC3CC(CC(O)(C3)C1)C2)NCCc1ccc(Cl)cc1	-19%	-2%	10	-10%	-1%	-3%	7%	-1.6
Cc1csc(SCCn2c(N3CCCC3)nc3c2c(=O)[nH]c(=O)n3C)n1	-11%	-9%	5	-4%	-2%	9%	-8%	-1.7
COc1cccc(CNC(=O)CN(C)S(=O)(=O)c2ccc3c(c2)n(C)c(=O)c(=O)n3C)c1	-7%	11%	0	0%	1%	-3%	11%	-0.3
NS(=O)(=O)c1ccc(CCNC2CC(=O)N(Cc3ccccc3)C2=O)cc1 (configuration not stated)	-5%	-7%	.	0%	-1%	3%	2%	-3.4
NNC(=O)c1ccc(CSc2cccc3cccnc23)cc1	0%	-7%	0	?	-6%	-5%	-12%	-3.7
OCCc1c[nH]c2ccc(C(F)(F)F)cc12	-10%	-32%[inhibitor]	-3	-23%	-1%	-2%	1%	-1.2
Cc1ccccc1-n1nc2c(c1NC(=O)/C=C\c1ccc3c(c1)OCO3)CSC2	-2%	-20%	-20	10%	-12%	-7%	-5%	-2.6
Cc1nc(SCC(=O)Nc2ccccc2C(F)(F)F)c2c(=O)n(C)c(=O)n(C)c2n1	-8%	7%	.	16%	.	-7%	19%	2.6
CCc1ccccc1NC(=O)NNC(=O)CCc1ccccc1	-11%	1%	-1	2%	1%	-3%	-11%	2.1
O=C1c2ccccc2-c2ncnc3c(N4CCOCC4)cc(N4CCOCC4)c1c23	1%	14%	6	-18%	-1%	-9%	5%	-0.4
CCC(C)(C)NC(=O)CN(Cc1cccs1)C(=O)CCC(=O)Nc1nccs1	-5%	0%	.	2%	0%	10%	11%	-3.7
CC(=O)Nc1ccc(S(=O)(=O)N(C)c2ccc(OCC(=O)NCCc3ccccc3F)cc2)cc1	-11%	7%	2	-25%	.	-1%	?	-1.6
CC(C)CC(=O)Nc1ccc(N2CCOCC2)cc1	-2%	4%	-3	25%	-3%	12%	8%	2.0
CCOC(=O)C1(C(=O)O)NC(=O)CC1c1ccccc1 (configuration not stated)	-3%	-1%	.	2%	-5%	-10%	7%	-2.2
O=S1(=O)CCOCCCN1Cc1ccccc1F	-15%	-4%	4	4%	-1%	-1%	-18%	-1.4
Cc1ccc(S(=O)(=O)n2ccc(=O)[nH]2)cc1	-8%	-25%	6	5%	.	13%	7%	0.0
CN(C)c1ncnc2c1NC1=C(S2)C(=NCCCC(=O)O)CC(C)(C)C1	-27%	-1%	-11	2%	0%	8%	2%	2.3
CCN(CC)S(=O)(=O)c1cccc(NC(=O)C2SC(=Nc3ccc(C)cc3C)C(C(=O)NC(C)COC)=C2N)c1 (configuration not stated)	-11%	-6%	-1	-10%	-2%	-8%	-20%	0.3
CCCOC(=O)C1=C(C)NC2=C(C(=O)CCC2)C1c1ccc(N(C)C)cc1 (configuration not stated)	-6%	-1%	-2	-25%	-2%	-2%	0%	1.3
COC(=O)c1ccc(N2CCN(C)CC2)c(NC(=O)c2ccc(-c3ccc(Cl)cc3)o2)c1	0%	1%	11	2%	-1%	-29%	1%	-4.0
O=C(CSCc1c(Cl)cccc1Cl)NN=C1CCCC1	18%	13%	-5	-3%	0%	-18%	-2%	-1.8
Cc1csc(SCCn2c(N3CCN(c4ccccc4)CC3)nc3c2c(=O)[nH]c(=O)n3C)n1	-1%	-2%	26	10%	0%	0%	8%	1.5
CC(=O)O[C@@H]1C[C@H]2C(C)=C[C@H]3OC(=O)[C@@H](C)[C@H]3C[C@H]2[C@]1(C)O	-4%	10%	0	0%	-1%	2%	-10%	0.0
Nc1ccc2c3c(cccc13)C(=O)N(c1ccccc1)C2=O	1.3µM*	100µM*	0	421%[activator]	-3%	-18%	454%[activator]	-3.0
C=C1CCC2[C@](C)(CO)[C@H](O)CC[C@@]2(C)[C@@H]1/C=C/C1=CCOC1=O (some centres not stated)	-9%	-9%	3	-24%	0%	1%	3%	-4.0
CC(=O)Nc1sc2c(c1C(c1cccc(Cl)c1)N1CCN(CCO)CC1)CCCC2 (configuration not stated)	-15%	0%	0	12%	-1%	3%	-8%	-3.7
COc1cccc(-c2ccc(SCc3ccccn3)nn2)c1	-6%	5%	3	-7%	1%	-6%	-20%	-4.6
O=C(NCC(c1ccco1)N1CCOCC1)c1ccccc1 (configuration not stated)	-6%	-28%	1	15%	0%	-5%	1%	1.6
Cc1oc(CC(C)C)cc1C(N)=O	-14%	8%	-8	-1%	-2%	-2%	23%	-2.3
O=C(c1ccc2c(c1)OCO2)N1CCc2ccccc2C1	-3%	1%	.	-1%	0%	0%	2%	-1.6
Nc1nc(SCC(=O)Nc2cccnc2Cl)n[nH]1	12µM*	-13%	?	22%	-1%	10%	2%	3.2
O=C1[C@@H]2[C@@H]3C[C@@H]([C@H]4ON=C(c5ccc(Cl)cc5)[C@@H]34)[C@@H]2C(=O)N1C1CCCCC1	-5%	18%	18	-10%	0%	-8%	-1%	-1.2
COc1ccc(NC(=O)c2cn(CCC#N)nc2-c2cccs2)cc1	2%	-6%	13	3%	1%	7%	9%	-7.6
COCOc1ccc(-c2cc(=O)c3c(OCOC)cc(OCOC)cc3o2)cc1	2%	-11%	0	-22%	.	2%	-6%	0.4
Cc1cccc(C)c1NC(=O)C[N+](C)(C)CC(O)COc1cccc2ccccc12 (configuration not stated)	-13%	1%	1	-3%	-1%	13%	-4%	-3.2
OCC[C@H]1C[C@@H](O)[C@H](O)[C@@]2(Cc3ccccc3CCO2)O1	-3%	-10%	4	14%	1%	0%	3%	-3.7
COc1cccc(C(=O)Nc2c[nH]c(=O)[nH]c2=O)c1	0%	9%	-1	5%	1%	-10%	-3%	0.4
CC(=O)NCCC(=O)NCC1(N(C)Cc2ccccc2)Cc2ccccc2C1	-2%	-2%	4	0%	0%	4%	8%	-0.2
Cn1c(=O)c2c(ncn2Cc2ccc(Cl)c(Cl)c2)n(C)c1=O	0%	4%	.	13%	-2%	1%	6%	0.0

Record cards, as listed above. Screens in order: PLK1 PBD inh | EPAC1 agonist | PI5P4K alpha inh | EPAC2 antagonist | Mm-Cpn inhibitor | WRN inhibitor | EPAC1 antagonist | CCT modulator
Cc1oc(CC(C)C)cc1C(N)=O is entered as -14% | 8% | -8 | -1% | -2% | -2% | 23% | -2.3
CCN(CC)S(=O)(=O)c1cccc(NC(=O)C2SC(=Nc3ccc(C)cc3C)C(C(=O)NC(C)COC)=C2N)c1 (configuration not stated) is entered as -11% | -6% | -1 | -10% | -2% | -8% | -20% | 0.3

Later entries
canonical_smiles	PLK1 PBD inh	EPAC1 agonist	PI5P4K alpha inh	EPAC2 antagonist	Mm-Cpn inhibitor	WRN inhibitor	EPAC1 antagonist	CCT modulator
COc1ccccc1OCCNC(=O)c1cc(F)c(F)cc1Cl	1%	6%	-2	-2%	-3%	-17%	3%	-0.7
CCc1c(C)nc2ccc(Br)cc2c1Cl	-3%	-3%	-8	7%	-1%	13%	-1%	-0.2
COc1ccc(/C=C2\NC(=O)C(C=NCc3ccccc3)=C2O)cc1	-3%	-4%	-11	14%	2%	-2%	-1%	-1.7
COc1ccc(CNCCCO)cc1OC	-6%	-5%	.	9%	-3%	5%	11%	1.4
Cc1cccc(NC(=O)c2ccoc2C)n1	-7%	9%	-12	-4%	4%	2%	3%	-1.2
COc1ccc(C(=O)NC2CC2)cc1OC1CCN(Cc2ccc(Cl)cc2)CC1	-11%	-3%	2	-7%	-1%	-21%	-5%	-1.7
COc1ccc2cc3c(N)nn(C(=O)c4ccc(Cl)c([N+](=O)[O-])c4)c3nc2c1	-10%	-16%	-8	1%	0%	-16%	-2%	2.0
O=C(O)CCN1C(=O)c2ccncc2C1=O	-2%	3%	.	4%	1%	3%	-2%	0.6
Cc1cc(C)cc(OCC(=O)Nc2nonc2NC(=O)COc2cc(C)cc(C)c2)c1	-13%	5%	.	28%	-1%	-21%	8%	0.4
Cc1ccc2occ(/C=N/NC(=O)c3ccc(Cl)cc3)c(=O)c2c1	-6%	-11%	1	-27%	2%	-6%	-10%	-2.9
COc1ccc(-c2c3c(nc4sc5c(=O)[nH]c(C)nc5c24)CCC3)cc1	3%	-5%	-1	-6%	-20%	-12%	-2%	-1.9
Cc1ccc(C=Nc2ccc(N(C)C)cc2)o1	-2%	1%	.	15%	-17%	-2%	8%	0.0
COc1ccc(-c2csc(NC(=O)c3ccc(N4C(=O)CCC4=O)cc3)n2)cc1OC	-11%	-2%	-1	15%	?	-1%	0%	-40*
O=C(Nc1ccccc1C(=O)NCc1cccnc1)c1ccc(Cl)cc1Cl	-6%	0%	4	6%	1%	-13%	-8%	-0.7

An excerpt (hit frequency here may not be typical).
